High-throughput results deposited in PubChem BioAssay by several laboratories.
Fh CTSL1 inh: counter-screen for PFM18AAP inhibitors: inhibitors of F. hepatica cathepsin L1 | recombinant F. hepatica cathepsin L1, Z-Leu-Arg-MCA fluorescence | inhibition, % at 5.96 µM | actives 0.49% (n = 300,000) | AID 1906;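 active = inhibition above the mean of all tested compounds plus 3 SD, set per screening campaign, cut at about 17% in these data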;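 also: 0% = plate median of test compound wells and 100% = 1 µM Z-Phe-Ala-diazomethylketone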
EBNA-1 inhibitor: blocks EBNA-1 binding to DNA; EBNA-1 DNA binding, fluorescence polarization; actives 0.34% (n = 300,000); inhibition, % at 14.8 µM; AID 1950; in the data active = inhibition above about 28%
PP1 inh: blocks human PP1-alpha phosphatase, a PP5 counter-screen. P62136. purified PP1alpha, OMFP fluorescence. inhibition, % at 6.7 µM. actives 0.9% (n = 320,000). AID 2235;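 active = inhibition above the mean inhibition of all tested compounds plus 3 SD, computed separately for each screening campaign, cut at about 15% in these data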
TPT1 inhibitor: C. albicans TPT1 enzyme inhibition; AID 1962; inhibition, % at 5 µM; actives 0.81% (n = 300,000); recombinant caTPT1, FP RNA substrate dephosphorylation;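 active = inhibition above the mean of all tested compounds plus 3 SD, set per screening campaign, cut at about 24% in these data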;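 also: plate controls were DMSO alone for no effect and ferristatin control at 100 nM for full effect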
Efflux pump inh: blocks antifungal efflux pumps in multiplex yeast assay | S. cerevisiae Candida pump triplex, Nile Red efflux | inhibition, % at 10 µM | actives 0.44% (n = 330,000) | AID 485275;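 active = plate passing quality check with inhibition over a set limit, or well fluorescence over plate mean plus 4 SD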;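 also: Nile Red retained in pooled yeast measured as flow cytometry median fluorescence; 0% = buffer negative control and 100% = Enniatin B positive control; higher means more Nile Red kept so more efflux inhibition; some compounds called inactive have numbers as strong as hits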
PP5 inh: blocks human protein phosphatase 5 activity | P53041 | purified PP5c, OMFP substrate fluorescence | inhibition, % at 6.7 µM | actives 0.18% (n = 320,000) | AID 1987;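 active = inhibition above the campaign's mean inhibition across all tested compounds plus 3 SD, cut at about 9.5% in these data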;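 also: 0% = DMSO only and 100% = 100 µM cantharidin control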
ZTA counter: blocks Epstein-Barr virus ZTA, an EBNA-1 counter-screen; P03206; ZTA-DNA binding, fluorescence polarization; inhibition, % at 11 µM; actives 0.15% (n = 320,000); AID 2234; in the data active = inhibition above about 33%
Target sequence (P03206 whole entry, looked up): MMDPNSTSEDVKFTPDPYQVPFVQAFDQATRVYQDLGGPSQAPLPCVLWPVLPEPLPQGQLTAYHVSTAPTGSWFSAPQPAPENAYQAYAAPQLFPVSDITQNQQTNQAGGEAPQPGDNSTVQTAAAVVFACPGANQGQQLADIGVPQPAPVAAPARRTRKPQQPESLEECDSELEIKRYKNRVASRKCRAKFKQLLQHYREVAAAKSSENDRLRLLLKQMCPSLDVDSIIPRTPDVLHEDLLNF
PREPL inh: human PREPL enzyme inhibition; inhibition, % at 5.96 µM; recombinant PREPL, fluorescence polarization activity-based probe; actives 0.68% (n = 320,000); Q4J6C6; in the data active = inhibition above about 43%;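 also: 0% = enzyme with DMSO and 100% = wells lacking enzyme; many of its hits are not listed in these tables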
Target sequence (Q4J6C6 whole entry, looked up): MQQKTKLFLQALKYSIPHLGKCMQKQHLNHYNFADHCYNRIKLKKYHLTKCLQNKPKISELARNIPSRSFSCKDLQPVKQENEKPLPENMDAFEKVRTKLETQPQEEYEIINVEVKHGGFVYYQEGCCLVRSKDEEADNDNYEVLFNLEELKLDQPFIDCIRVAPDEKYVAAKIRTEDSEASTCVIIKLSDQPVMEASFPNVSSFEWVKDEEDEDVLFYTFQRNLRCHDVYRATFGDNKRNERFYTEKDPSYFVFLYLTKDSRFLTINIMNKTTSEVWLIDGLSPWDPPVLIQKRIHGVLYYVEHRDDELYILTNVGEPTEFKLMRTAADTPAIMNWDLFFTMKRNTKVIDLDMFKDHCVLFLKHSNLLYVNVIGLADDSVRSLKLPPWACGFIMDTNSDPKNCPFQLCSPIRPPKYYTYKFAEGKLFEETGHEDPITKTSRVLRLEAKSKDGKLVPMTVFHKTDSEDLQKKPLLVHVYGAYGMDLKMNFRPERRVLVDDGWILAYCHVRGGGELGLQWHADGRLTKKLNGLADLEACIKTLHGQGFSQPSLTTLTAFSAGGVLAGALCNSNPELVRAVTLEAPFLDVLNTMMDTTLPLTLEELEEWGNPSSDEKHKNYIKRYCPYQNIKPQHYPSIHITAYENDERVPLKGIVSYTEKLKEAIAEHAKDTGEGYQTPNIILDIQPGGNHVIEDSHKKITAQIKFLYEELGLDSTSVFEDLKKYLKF
core dimer inh: HCV core protein dimerization inhibition. TR-FRET GST/Flag-core106 dimerization, 1536-well. inhibition, % at 5 µM. actives 0.33% (n = 300,000). AID 1899;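 active = inhibition above the mean of all tested compounds plus 3 SD, set per screening campaign, cut at about 45% in these data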
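System – GST-tagged and Flag-tagged HCV core protein residues 1-106 · Repeats – one well for each compound · Technique – TR-FRET 671 and 617 nm emission · Doses – one concentration, 5 µM, in 0.5% DMSO · Times – 4 h, 22.5 °C incubation · Also added – Eu donor and XL665 acceptor anti-tag antibodies · Measure – percent inhibition of core106 dimerization signal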
Numbers without * were called inactive; x = not tested or not shown.

SMILES | Fh CTSL1 inh | EBNA-1 inhibitor | PP1 inh | TPT1 inhibitor | Efflux pump inh | PP5 inh | ZTA counter | PREPL inh | core dimer inh
CCOc1ccc(N2C(=O)/C(=C/c3cccs3)N(CC(=O)OC)C2=S)cc1 | -1 | 8 | 6 | -2 | 0.0 | 2.8 | -13 | 5 | 7
Cc1[nH]n(C(N)=S)c(=O)c1N=Nc1cccc(Cl)c1 | 10 | -6 | 13 | -4 | -0.2 | -7.5 | -17 | 1 | -6
COCCNC(=O)c1ccccc1NC(=O)C1COc2ccccc2O1 (stereo not given) | 1 | 7 | 2 | -5 | -0.1 | 1.3 | -19 | 11 | -2
COc1cccc(/C=N/NC(=O)C(c2ccncc2)N2CCOCC2)c1 (stereo not given) | -2 | -3 | -2 | 1 | 0.0 | 0.4 | -7 | 3 | -1
O=C(NCc1ccc2c(c1)OCO2)C1CCCN1S(=O)(=O)c1ccc(F)cc1 (stereo not given) | -1 | 8 | 7 | 1 | 0.0 | -1.8 | 9 | -1 | 4
Cc1cc(NC(=O)NC2(C(F)(F)F)Oc3ccc(Cl)cc3O2)no1 (stereo not given) | 0 | -4 | 0 | -2 | -0.2 | 0.9 | 17 | 2 | -1
COc1ccc(-c2nnn(Cc3ccccc3)n2)cc1 | -3 | -20 | 0 | 0 | 0.2 | 1.4 | -11 | 11 | 1
Cc1ccc(C(=O)Nc2nc3ccc(S(C)(=O)=O)cc3s2)s1 | 3 | 8 | 2 | -1 | 0.1 | 0.3 | 10 | -1 | 0
O=C(c1cc(COc2cccc3cnccc23)on1)N1CCC(c2ccccc2Cl)C1 (stereo not given) | 1 | -3 | 12 | 0 | 0.1 | 1.7 | -28 | -37 | 15
CCn1cc(S(=O)(=O)Nc2cc(F)ccc2C)cn1 | -1 | 0 | -4 | 2 | 0.0 | -0.3 | 5 | 2 | 1
C=CCOc1nc(N2CCCC2)nc(N2CCCC2)n1 | 0 | -13 | -1 | 3 | 0.3 | -1.7 | 4 | 2 | 0
Cn1cccc1C(C#N)(CC#N)c1cccc(F)c1C#N (stereo not given) | 3 | -10 | -1 | -1 | 0.1 | -0.3 | -2 | -4 | -1
O=S(=O)(c1ccc(F)cc1)N1CCN(c2ccccn2)CC1 | -7 | -9 | -1 | -1 | 1.4 | 2.2 | 8 | -24 | -2
COC(=O)c1cccc(NC(=O)CSc2nnc(C3CC3)n2C)c1 | -1 | -4 | 0 | 5 | -0.1 | 1.2 | 17 | -6 | -1
O=C(NCCN1CCc2ccccc2C1)Nc1ccc([N+](=O)[O-])cc1 | -5 | -2 | 2 | 0 | 0.0 | 1.9 | -28 | 29 | -5
CC1CN(c2ccc(C(=O)c3ccccc3C(=O)O)cc2[N+](=O)[O-])CC(C)O1 (stereo not given) | 0 | 2 | -5 | -1 | 0.0 | -1.2 | -16 | 9 | -3
CO/N=C/C(NC(=O)c1ccc(C(F)(F)F)cc1)C(=O)OC (stereo not given) | -2 | -5 | 3 | 4 | 0.1 | -0.5 | 11 | 3 | 2
Cc1ccc(C2=NOC(C)(c3nnc(-c4ccncc4)o3)C2)cc1 (stereo not given) | -2 | 3 | 2 | 3 | 0.1 | 3.4 | -5 | -2 | -5
CC1CCCN(c2cc(N(C)CCO)c([N+](=O)[O-])c3nonc23)C1 (stereo not given) | 11 | 7 | 1 | 3 | -0.1 | 2.6 | -14 | 17 | 0
CCOC(=O)C1CCN(CCC(=O)Nc2ccc(Cl)cc2)CC1 | 3 | -8 | 3 | -1 | -0.1 | -0.8 | -19 | -2 | -4
CCOC(=O)C1C(=O)NC(SCC(=O)Nc2nccs2)=C(C#N)C1c1ccccc1OCC (stereo not given) | 3 | 2 | 2 | 5 | -0.2 | -1.1 | -3 | 0 | -1
C=C(C)COc1ccc(-c2[nH]ncc2Oc2cccc(OC)c2)c(O)c1 | 3 | -4 | 0 | -6 | -0.1 | 2.7 | 1 | 6 | -1
Cc1ccc(C(=O)CNc2nc3c(c(=O)[nH]c(=O)n3C)n2Cc2ccccc2)cc1 | 2 | 0 | 0 | -2 | 0.0 | 0.9 | -25 | 11 | -3
CCOC(=O)C1(CCCc2ccccc2)CCN(C(=O)CCn2cncn2)CC1 | -6 | -7 | 0 | -3 | 0.0 | -0.8 | -26 | 12 | -5
COc1ccc(C2CC2/C(=N/OC(=O)c2cccs2)c2ccccc2)cc1 (stereo not given) | -10 | -5 | 5 | -4 | 0.3 | 2.7 | 4 | -1 | 18

Continuation.
SMILES | Fh CTSL1 inh | EBNA-1 inhibitor | PP1 inh | TPT1 inhibitor | Efflux pump inh | PP5 inh | ZTA counter | PREPL inh | core dimer inh
CCOc1ccccc1NC(=O)c1cccc2ccccc12 | 0 | 2 | -1 | 1 | 0.0 | 1.6 | 13 | -1 | 7
COc1ccccc1/C=C/C(C)=O | -1 | -3 | -4 | -3 | 0.0 | 3.5 | -12 | -3 | -6
COC(=O)CCCC1=CC2=CC(=O)C(C)(OC(=O)c3cccs3)C(=O)C2=CO1 (stereo not given) | -2 | 5 | 5 | -5 | x | 4.3 | -1 | 10 | 27
Cc1nc(CSc2nnc3scc(-c4ccc(Cl)cc4)n23)cs1 | 2 | -6 | 0 | 1 | -0.1 | 3.2 | 16 | -45 | -1
COc1cccc(-c2nnc(SCC(N)=O)n2-c2ccc(Cl)cc2)c1 | -8 | -5 | -6 | -4 | 0.3 | 4.0 | 4 | -10 | -10
OCC[C@@H]1C[C@@H](O)[C@H](O)[C@@]2(CCCc3ccccc3O2)O1 | 1 | -2 | -2 | 1 | 0.1 | 0.0 | -1 | 11 | -14
O=C(CCCCCN1C(=O)c2cccc3cccc(c23)C1=O)N1CCOCC1 | 0 | -3 | -3 | -3 | 0.0 | 1.9 | 0 | 8 | 5
COc1cc(C(=O)O)c2ccccc2n1 | -1 | -19 | 1 | -2 | 0.2 | 1.8 | -3 | 3 | 5
COc1ccc(N(CC(=O)N/N=C/c2cccc3c2OCCO3)S(=O)(=O)c2ccc(NC(C)=O)cc2)cc1 | 1 | -3 | 5 | -2 | 0.3 | 4.1 | 17 | -29 | 23
CN1CCN(NC(=S)NC2CCCCC2)CC1 | 1 | 6 | -5 | -2 | 0.0 | -0.5 | -3 | 6 | -5
OCCN(Cc1ccccc1)Cc1ccccc1O | 0 | -2 | 0 | 0 | -0.2 | -1.0 | 18 | 1 | 7
COc1cc(CC(=O)Nc2nc(-c3ccc(F)c(F)c3)cs2)cc(OC)c1OC | 5 | -4 | 3 | 0 | 0.0 | 5.5 | 10 | -7 | 12
Cc1nc2ncnn2c(N2CCN(c3cccc(C(F)(F)F)c3)CC2)c1C | 4 | -3 | 4 | -1 | 0.1 | 6.4 | -10 | 20 | 3
CC(NC(=O)C(=O)NN=C1CCC(C(C)(C)C)CC1)c1ccccc1 (stereo not given) | -3 | 1 | 2 | -2 | -0.1 | 2.8 | 5 | -4 | -1
COc1cc(OC)cc(-n2nnnc2SCC(=O)NCc2ccc3c(c2)OCO3)c1 | 5 | -10 | 12 | 1 | 0.0 | -0.5 | -9 | 1 | -7
Cn1c(-c2ccc(F)cc2)cnc1SCC(=O)NCc1ccco1 | 1 | 3 | 2 | -3 | -0.1 | 1.2 | 14 | 0 | -1
O=C(COC(=O)CCC1CCCC1)Nc1nc2c(F)c(F)c(F)cc2s1 | -3 | 7 | 0 | -3 | -0.1 | 1.9 | 4 | -3 | 9
COc1ccc2c(c1)sc(=NC(=O)CS(=O)(=O)c1ccc(F)cc1)n2C | 2 | 3 | -5 | 2 | -0.1 | -0.1 | -7 | -5 | 1
Cc1nc2cc(C(=O)OCC(=O)NC(C)C(C)C)ccc2n1-c1ccccc1 (stereo not given) | -2 | 2 | -1 | -1 | 0.3 | -0.7 | 3 | 3 | 5
COc1cc(NC(=S)N2CCN(c3ccccn3)CC2)c(OC)cc1Cl | 2 | -7 | -4 | 1 | 2.5 | 0.6 | 2 | 15 | -2
CCOc1ccc(OCc2ccc(C(=O)N3CCCC(C)C3)cc2)cc1 (stereo not given) | 7 | 0 | 1 | 1 | 0.0 | 7.3 | -14 | 6 | 5
CC1=C(C(=O)OCc2ccccc2)C(c2ccc(-c3ccccc3)cc2)NC(=O)N1CCCCCC(=O)O (stereo not given) | 2 | 5 | 19* | -3 | -0.2 | -0.7 | 13 | 6 | 29
Cc1ccc(CN2CCN(Cc3ccon3)CC2CCO)cc1 (stereo not given) | -3 | -6 | -3 | -2 | 0.0 | 2.5 | -7 | -2 | -1
O=C(Cc1ccc([N+](=O)[O-])cc1)Nc1ccc2c(c1)OCO2 | 2 | -3 | -3 | -3 | -0.1 | 0.3 | 11 | 1 | 2
O=[N+]([O-])c1ccc(Oc2ccc(S(=O)(=O)N3CCOCC3)cn2)cc1 | 8 | 5 | -3 | 2 | 0.1 | 0.0 | 8 | 9 | 4

Continued.
SMILES | Fh CTSL1 inh | EBNA-1 inhibitor | PP1 inh | TPT1 inhibitor | Efflux pump inh | PP5 inh | ZTA counter | PREPL inh | core dimer inh
COc1ccc(CCNC(=O)C2CCN(C(=O)c3cccs3)CC2)cc1 | 4 | -12 | 5 | -5 | -0.1 | -1.4 | -9 | 3 | -4
O=C(NNC(=O)C1CCCCC1)c1cnccn1 | -4 | 20 | -7 | 0 | 0.0 | -0.1 | 12 | -1 | -1
O=C(NCCNC(=O)c1ccccc1F)c1ccccn1 | -1 | -7 | 2 | -2 | 0.0 | 0.9 | 8 | -2 | -8
Cc1cccc(CCNC(=O)C2CCN(S(=O)(=O)N3CCOCC3)CC2)c1 | 0 | 2 | -2 | 1 | -0.1 | 1.0 | 9 | 4 | 4
COc1ccccc1/C=C/C(=O)OCCN1CCOCC1 | 2 | 10 | 0 | 0 | -0.3 | 0.6 | 1 | -2 | -5
CC(=O)Nc1ccc(NC(=O)N(c2ccccc2)c2ccccc2)cc1 | 1 | 8 | 10 | 0 | -0.4 | 0.5 | 4 | -2 | 9
CCOC(=O)CSc1nc2ccccc2n2cnnc12 | -2 | 7 | -2 | 2 | -0.1 | -1.9 | 23 | 2 | 7
CC(CC(=O)NCCc1ccc(S(N)(=O)=O)cc1)c1ccccc1 (stereo not given) | -1 | -10 | 2 | 1 | 0.4 | -2.2 | 4 | 15 | -1
O=C(NCc1ccccc1)C(c1cccnc1)N(C(=O)c1ccccn1)c1cccc(F)c1 (stereo not given) | -1 | -16 | -4 | 2 | 0.4 | 1.0 | -6 | 13 | -14
Cc1cccc(NC(=O)CCCc2ccccc2)c1 | -1 | 2 | 3 | -3 | 0.0 | 3.9 | -4 | -5 | -8
COc1ccc(CNC(=O)CN2C(=O)NC(C)(c3cccc(Br)c3)C2=O)cc1 (stereo not given) | -6 | -12 | -1 | -1 | 0.0 | 3.2 | 3 | -2 | 0

Compound profiles, as listed above:
O=C(NNC(=O)C1CCCCC1)c1cnccn1 is listed with Fh CTSL1 inh = -4; EBNA-1 inhibitor = 20; PP1 inh = -7; TPT1 inhibitor = 0; Efflux pump inh = 0.0; PP5 inh = -0.1; ZTA counter = 12; PREPL inh = -1; core dimer inh = -1
COc1ccc(CCNC(=O)C2CCN(C(=O)c3cccs3)CC2)cc1 is listed with Fh CTSL1 inh = 4; EBNA-1 inhibitor = -12; PP1 inh = 5; TPT1 inhibitor = -5; Efflux pump inh = -0.1; PP5 inh = -1.4; ZTA counter = -9; PREPL inh = 3; core dimer inh = -4
CC(=O)Nc1ccc(NC(=O)N(c2ccccc2)c2ccccc2)cc1 is listed with Fh CTSL1 inh = 1; EBNA-1 inhibitor = 8; PP1 inh = 10; TPT1 inhibitor = 0; Efflux pump inh = -0.4; PP5 inh = 0.5; ZTA counter = 4; PREPL inh = -2; core dimer inh = 9

Not all compounds are listed, so the mix of outcomes need not match the whole.
